# HIV Rev-RRE inh: HIV-1 Rev-RRE binding inhibitors, primary screen, biochemical, FRET, protein-RNA interaction; Rev peptide-RRE RNA binding; actives 0.79% (n = 97,000); P05866; inhibition, % at 8 µM; AID 704, 2007;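 active means inhibition above the screen-wide mean plus 3 SD, cut at about 35% in these data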;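 further: 0% = median DMSO wells and 100% = median Neomycin B control wells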
# Target sequence (P05866 whole entry, looked up): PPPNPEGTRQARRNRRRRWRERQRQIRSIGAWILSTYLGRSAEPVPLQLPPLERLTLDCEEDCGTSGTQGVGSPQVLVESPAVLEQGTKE
#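 System: Cy5-labelled duplex RRE RNA binding fluorescein-labelled HIV Rev peptide; Signal: fluorescein-to-Cy5 FRET, 480 nm excitation; Also added: labelled Rev peptide; Compound: one concentration, 8 µM nominal; Buffer or medium: HEPES pH 7.5 salt buffer with EDTA; Read-out: % inhibition of FRET ratio versus controls; Schedule: 5 min preincubation and 15 min binding, 25 °C.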
# MT1-MMP txn act: MT1-MMP promoter reporter activation – cell-based, luciferase luminescence, primary screen | actives 0.16% (n = 86,000) | activation factor at 10 µM | HT1080 MT1-MMP promoter luciferase reporter, overnight; active compounds read high;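 active means activation factor of at least 2 for MT1-MMP transcription at 10 µM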
# S1P2 ag: S1P2 receptor agonists, primary screen, cell-based | Sphingosine 1-phosphate receptor 2 (Homo sapiens), O95136 | S1P2-expressing cell line, agonist reporter read-out | actives 0.46% (n = 97,000) | activation, % at 4.5 µM | AID 729, 2007; in the data active means activation above about 16%;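 further: 0% = vehicle low control and 100% = maximal reference agonist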
# Target sequence (O95136 whole entry, looked up): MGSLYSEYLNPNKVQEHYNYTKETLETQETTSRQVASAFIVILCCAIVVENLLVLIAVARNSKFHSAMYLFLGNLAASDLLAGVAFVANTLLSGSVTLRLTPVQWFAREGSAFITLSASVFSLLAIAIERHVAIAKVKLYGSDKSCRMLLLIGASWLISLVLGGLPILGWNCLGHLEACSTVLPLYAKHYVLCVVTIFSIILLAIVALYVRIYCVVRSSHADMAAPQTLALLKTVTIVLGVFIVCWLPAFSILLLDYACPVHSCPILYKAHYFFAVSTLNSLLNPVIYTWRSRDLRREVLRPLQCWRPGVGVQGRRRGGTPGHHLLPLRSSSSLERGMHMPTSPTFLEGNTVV
# S1P2 blocker: human S1P2 receptor antagonists, primary screen, cell-based; cell-based S1P2 antagonist assay, inhibition at 5 uM; inhibition, % at 5 µM; Sphingosine 1-phosphate receptor 2 (Homo sapiens), O95136; AID 736, 2007; actives 0.21% (n = 97,000); in the data active means inhibition above about 45%;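 further: CRE beta-lactamase reporter cells expressing human S1P2 stimulated with S1P; 0% = agonist at EC80 alone and 100% = agonist plus reference antagonist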
# FAK inh: FAK kinase inhibitors, primary screen, biochemical. actives 0.84% (n = 97,000). biochemical FAK kinase activity assay. inhibition, %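 (tested at 7 µM)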. AID 727, 2007. Focal adhesion kinase 1 (Homo sapiens), Q05397; in the data active means inhibition above about 19%;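 further: 0% = DMSO and 100% = reference compound high control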
# PLAP act: PLAP enzyme activators, biochemical, luminescence, HTS | Alkaline phosphatase, placental type (Homo sapiens), P05187 | purified PLAP enzyme, luminescent substrate read-out; active compounds read high | activation fold at 20 µM | actives 1.2% (n = 96,000) | AID 696, 2007; in the data active means activation fold above about 2
# EphB4 antag: EphB4-ephrin-B2 interaction antagonists, primary screen, biochemical, TNYL-RAW peptide probe, fluorescence polarization. Ephrin type-B receptor 4 (Homo sapiens), P54760. EphB4 LBD / TNYL-RAW-Alexa532 peptide. inhibition, % at 7 µM. actives 0.15% (n = 97,000). AID 720, 2007;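 active means inhibition above the screen-wide mean inhibition plus 3 SD, cut at about 15% in these data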;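 further: 0% = DMSO wells and 100% = excess unlabeled TNYL-RAW peptide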
# PLK1 PBD inh: Plk1 polo box domain binding inhibitors, primary screen, biochemical, fluorescence polarization. Serine/threonine-protein kinase PLK1 (Homo sapiens), P53350. actives 0.13% (n = 97,000). Plk1 PBD phosphopeptide binding. inhibition, %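 (tested at about 20 µM)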; in the data active means inhibition above about 34%, passing the limit was not always enough
# Target sequence (P53350 whole entry, looked up, the tested form may be a part): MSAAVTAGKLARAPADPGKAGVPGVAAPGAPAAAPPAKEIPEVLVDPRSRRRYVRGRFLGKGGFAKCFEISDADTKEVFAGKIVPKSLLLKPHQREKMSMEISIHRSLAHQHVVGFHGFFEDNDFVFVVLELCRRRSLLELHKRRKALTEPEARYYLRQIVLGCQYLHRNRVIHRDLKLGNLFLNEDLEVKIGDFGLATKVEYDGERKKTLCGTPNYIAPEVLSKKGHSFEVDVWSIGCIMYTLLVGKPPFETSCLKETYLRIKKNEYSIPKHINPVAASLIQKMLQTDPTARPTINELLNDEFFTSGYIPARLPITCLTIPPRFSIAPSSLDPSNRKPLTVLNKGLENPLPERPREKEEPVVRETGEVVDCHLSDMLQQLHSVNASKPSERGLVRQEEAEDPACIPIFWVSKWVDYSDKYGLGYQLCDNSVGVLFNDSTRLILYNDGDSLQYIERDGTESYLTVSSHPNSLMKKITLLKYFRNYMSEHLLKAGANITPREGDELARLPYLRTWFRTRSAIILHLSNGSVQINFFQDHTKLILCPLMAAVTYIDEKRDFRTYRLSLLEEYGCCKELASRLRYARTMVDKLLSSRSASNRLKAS
# PLK1 inh: human PLK1 kinase inhibitors, primary screen, biochemical, TR-FRET | recombinant PLK1 kinase, TR-FRET peptide phosphorylation | inhibition, % at 10 µM | actives 0.53% (n = 97,000) | AID 619, 2007;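 active means inhibition of 50% or more in the single-concentration screen; inactive means inhibition below 50%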;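 further: 0% = DMSO max control and 100% = H-89 dihydrochloride min control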
# Active calls of the source: *; · = no result given.
SMILES,HIV Rev-RRE inh,MT1-MMP txn act,S1P2 ag,S1P2 blocker,FAK inh,PLAP act,EphB4 antag,PLK1 PBD inh,PLK1 inh
O=C(Cc1ccccc1)N1CCN(CC2CC3C=CC2C3)CC1 (stereo unspecified),-2,·,-3,14,-3,·,3,2,-6
COc1ccc(CN2CC3CC(C2)c2cccc(=O)n2C3)cc1OC (stereo unspecified),-2,0.9,-3,1,-1,1.1,-6,1,6
COC(=O)c1ccccc1-n1c(C)nc2ccccc2c1=O,9,1.3,-4,-3,-1,·,7,-13,-11
Cc1ccc2c(c1)CC1(CN2C)C(=O)NC(=O)N(c2cccc(C)c2C)C1=O (stereo unspecified),-4,1.1,-7,2,4,1.3,-5,-7,-8
O=C(COc1ccccc1)N1CCN(CC2CC3C=CC2C3)CC1 (stereo unspecified),8,·,-2,18,4,·,3,0,-3
CCCOC(=O)COc1cc(C)cc2oc(=O)c3c(c12)CCC3,5,1.2,0,-14,1,1,-9,2,-13
O=C(CCN1CCOCC1)NCC(=O)Nc1ccc(Br)cc1C(=O)c1ccccc1,3,1.1,-1,5,0,1.4,-5,5,-6
COc1ccc(N2CCN(CCCN)CC2)cc1,3,1,-1,-14,-1,·,-4,-1,-7
OC(c1ccc(F)cc1)(c1ccc(F)cc1)[C@@H]1CCCN1,-1,·,-2,4,-5,1,-1,-19,-6
Cc1ccc2c(c1)CC1(CN2C)C(=O)NC(=O)N(c2ccc(C)c(C)c2)C1=O (stereo unspecified),-1,1.1,-2,-12,-5,1.6,-4,-21,-12
c1cncc(CNC2=NCCC2)c1,8,1,-5,2,-1,1,-3,-3,0
CCC(=O)N1N=C2C3CCN(CC3)C2C1c1ccccc1 (stereo unspecified),4,·,-3,14,8,0.9,5,8,-7
CC(C(=O)c1c[nH]c2ccccc12)N1CCc2ccccc2C1 (stereo unspecified),14,1.2,-8,1,-2,0.8,-10,21,-5
CCCCN1C(=O)/C(=C\c2ccco2)C(=O)N(CCc2ccccc2)C1=O,32,·,-8,-17,15,0.9,-2,2,-10
O=C(Nc1ccccc1OC(=O)N1CCCCC1)N1CCCCC1,6,1.3,-9,9,1,1.2,8,-33,-8
O=C1C2CCCN2C(c2ccc(Cl)c(Cl)c2)N1c1ccccn1 (stereo unspecified),7,1.1,-1,3,0,·,2,-2,2
Oc1cccc(/C=N/NP(=S)(c2ccccc2)c2ccccc2)c1,10,·,-4,3,0,0.8,7,13,-9
OC(Cn1c2ccccc2c2ccccc21)C[n+]1cccc2ccccc21 (stereo unspecified),-3,·,-3,-5,5,0.9,-4,6,-11
CCOC(=O)C1=C(C)OC(N)=C(C(=O)OC)C12C(=O)Nc1ccc(Br)cc12 (stereo unspecified),4,1.3,-5,21,-3,1.1,1,14,-9
CC1(C)C(C(=O)NCc2ccco2)C1(C)C,2,1.1,-3,27,-1,1.2,-2,0,-8
NCCc1c[nH]c2ccc(F)cc12,8,1.2,-3,8,-5,0.9,7,7,4
Cc1ccc(S(=O)(=O)N2CCC(C(=O)N3CCC4(CC3)OCCO4)CC2)cc1,4,1,-6,0,-2,1.3,13,21,-6
CC(=O)OC1N=C(c2ccccc2)c2cc(Br)ccc2N(C)C1=O (stereo unspecified),6,·,-4,18,3,1.1,2,-11,-15
CCN(CC)C1=NC(=[N+](CC)CC)c2ccccc21,1,1.1,-9,4,3,0.9,4,6,-1
O=C(c1csc2c1CCCCC2)N1CCC2(CC1)OCCO2,5,1.2,-7,16,5,1,-3,3,-14
CCCCCCn1c(O)c(C=NC2CCCCC2N)c(=O)[nH]c1=O (stereo unspecified),10,1.3,-2,-6,-3,1.5,-5,3,-17
c1ccc2c(c1)CNc1ccccc1O2,5,1.1,-4,4,-1,0.9,-5,21,-6
Fc1cccc(F)c1CN1CCN(Cc2c(F)cccc2F)CC1,1,1.1,-1,5,0,1.2,-8,-13,-5
Cc1nn(C2CCOC(C)(C)C2)c2c1C(c1ccc(OC(C)C)cc1)SCC(=O)N2 (stereo unspecified),5,1.2,-1,22,3,1.5,6,-1,0
CCC(=NCCOc1ccc(Cl)cc1)c1c(O)n(C)c(=O)n(C)c1=O,18,1.1,-6,-9,1,1.3,4,-25,-4
COCCOC(=O)c1c(C)n(C)c2ccc(OC(=O)N(C)C)cc12,5,1.1,-3,0,1,1.8,-1,15,6
CN1CCN(c2nc(N(C)C)oc(=O)c2C#N)CC1,3,·,-6,2,-5,0.8,2,-14,-13
Cc1ccc2c(c1)N(CCC(=O)N1CCC3(CC1)OCCO3)C(=O)CO2,2,1.2,-3,9,-1,1.2,-11,-6,2
O=C1CC(C(=O)N2CCC3(CC2)OCCO3)CN1CCc1ccccc1 (stereo unspecified),2,1.2,-4,10,-6,1.2,5,-22,-4
CN1CSC(=S)N(C)C1,13,·,-4,-15,-3,0.9,7,23,4
c1ccc2c(CCNC3=NCCC3)c[nH]c2c1,-2,1.1,-6,-14,-3,0.9,-3,-16,-8
COc1ccccc1N1CCN(Cc2c(F)cccc2Cl)CC1,0,·,-5,-7,1,1.2,-3,-2,-27
CN(C)C(=O)Oc1ccc(Cl)c2ccccc12,0,1,-4,-7,0,1.4,-3,-5,-12
Cc1cccc(C)c1NC(=O)CN(C)CC(=O)Nc1ccc(C#N)c(Cl)c1,9,1.1,-3,-14,2,1.1,0,-11,-1
CN1C(=O)N(C)C(=O)C(CCc2ccccn2)(CCc2ccccn2)C1=O,7,1,1,-1,-2,1,4,-17,-9
CCC(=Nc1cc(OC)ccc1OC)c1c(O)[nH]c(=O)[nH]c1=O,9,0.9,-4,12,3,1,10,-4,-5
CC(NC(=O)Oc1ccccc1)C(c1cccs1)N1CCOCC1 (stereo unspecified),4,1,0,-11,-1,·,-3,-1,-8
Cc1cc(C(=O)N2CCC3(CC2)OCCO3)cs1,4,1,-4,10,2,1,3,1,-3
O=C1C(=O)c2ccccc2-c2ccccc21,7,·,-4,19,59*,0.8,5,95*,3
C(#CCN1CCOCC1)COCC#Cc1ccccc1,-1,1,-9,-3,1,1.5,-2,-6,-6

# Reformatted field by field: part of the list above
> O=C1C(=O)c2ccccc2-c2ccccc21
- HIV Rev-RRE inh: 7
- MT1-MMP txn act: ·
- S1P2 ag: -4
- S1P2 blocker: 19
- FAK inh: 59*
- PLAP act: 0.8
- EphB4 antag: 5
- PLK1 PBD inh: 95*
- PLK1 inh: 3

> CCC(=Nc1cc(OC)ccc1OC)c1c(O)[nH]c(=O)[nH]c1=O
- HIV Rev-RRE inh: 9
- MT1-MMP txn act: 0.9
- S1P2 ag: -4
- S1P2 blocker: 12
- FAK inh: 3
- PLAP act: 1
- EphB4 antag: 10
- PLK1 PBD inh: -4
- PLK1 inh: -5

> CC(NC(=O)Oc1ccccc1)C(c1cccs1)N1CCOCC1 (stereo unspecified)
- HIV Rev-RRE inh: 4
- MT1-MMP txn act: 1
- S1P2 ag: 0
- S1P2 blocker: -11
- FAK inh: -1
- PLAP act: ·
- EphB4 antag: -3
- PLK1 PBD inh: -1
- PLK1 inh: -8

> Cc1cccc(C)c1NC(=O)CN(C)CC(=O)Nc1ccc(C#N)c(Cl)c1
- HIV Rev-RRE inh: 9
- MT1-MMP txn act: 1.1
- S1P2 ag: -3
- S1P2 blocker: -14
- FAK inh: 2
- PLAP act: 1.1
- EphB4 antag: 0
- PLK1 PBD inh: -11
- PLK1 inh: -1

# The listing continues.
SMILES,HIV Rev-RRE inh,MT1-MMP txn act,S1P2 ag,S1P2 blocker,FAK inh,PLAP act,EphB4 antag,PLK1 PBD inh,PLK1 inh
CCOC(=O)C1=C(N)OC2=C(C(=O)CCC2)C12C(=O)Nc1ccccc12 (stereo unspecified),-2,1.1,-9,-5,-6,1,-8,23,3
CCCCn1c(O)c(C=NCCCN(CC)CC)c(=O)[nH]c1=O,9,1.1,-2,13,6,0.9,2,27,3
CCN(CC)C(=O)c1ccc(NC(=O)CSc2nnnn2-c2cc(OC)ccc2OC)cc1,4,0.9,-6,14,3,1.4,-6,-6,15
O=S1(=O)CC2(N3CCOCC3)CCCCCCC21 (stereo unspecified),5,1.1,-5,22,2,1,3,10,-9
Cc1nc2cc(C(=O)N3CCC4(CC3)OCCO4)ccc2n1-c1ccc(Br)cc1,1,1.1,-5,9,-4,1.4,7,-2,-10
CC1(C)CC(=O)C(C=NCCN2CCN(C(=O)Cc3ccccc3)CC2)=C(O)C1,3,1.2,-5,15,2,1.1,-5,-7,-1
CC1(c2ccccc2)NCCN2C(=O)CSC21 (stereo unspecified),11,1.1,2,-9,-3,0.9,3,8,-1
CC(=NCCCO)c1c(O)n(Cc2ccccc2)c(=O)[nH]c1=O,2,1,-5,7,-4,·,-2,-27,2
O=C(c1cccc(N2CCCC2=O)c1)N1CCC2(CC1)OCCO2,5,·,-5,-19,-2,1.2,0,13,-15
Nc1c(C(=O)NCc2ccco2)c2nc3ccccc3nc2n1Cc1ccc(F)cc1,24,1.1,48*,-51,5,1.6,2,5,43
CC(N)C(=O)c1ccco1 (stereo unspecified),8,1.3,-5,30,-6,1,8,-8,-10
Cc1cc(OCc2cc(C(=O)O)oc2C)c2c3c(c(=O)oc2c1)CCCC3,8,1.1,-3,-8,-7,1.2,1,-3,-8
O=C(Nc1ccc(C(F)(F)F)cc1)c1cccn(Cc2ccc3c(c2)OC(F)(F)O3)c1=O,13,·,-9,18,-7,1,1,-32,-5
CC12CN3CC(C)(CN(C1)C3c1cccs1)C2 (stereo unspecified),3,1,-7,12,2,1,-3,-14,-2
Cc1cc(NC(=O)COC(=O)c2c(C)nn(Cc3ccccc3)c2C)no1,8,1.2,-4,0,0,1,3,-10,-12
O=c1[nH]c(=O)n(C2CCCCCC2)c(O)c1C=NC1CCN(Cc2ccccc2)CC1,12,1,2,-3,1,1.5,4,-11,-11
Cn1c(O)c(C(=N)COc2ccccc2)c(=O)n(C)c1=O,2,·,-7,9,3,1.1,9,-2,2
Nc1c(C(=O)OCC2CCCO2)c2nc3ccccc3nc2n1Cc1cccs1 (stereo unspecified),13,1.1,1,-11,5,1.7,-2,-26,-12
CN(C)CP(=O)(O)CN(C)C=O,4,1,-2,20,1,0.9,-3,-19,-12
O=C(C1c2ccccc2C(=O)N2CCc3ccccc3C12)N1CCC2(CC1)OCCO2 (stereo unspecified),7,1.2,-3,10,-1,1.2,1,10,-7
CCCCCn1c(N)c(C(=O)NCCN2CCOCC2)c2nc3ccccc3nc21,17,1.2,16*,-13,2,1.8,-4,-9,-16
COc1cc(/C=C2\C(=O)NC(=O)N(c3ccccc3)C2=O)cc(OC)c1OC,24,1.1,-1,-5,0,1,4,11,-9
Cc1ccc(P(=S)(c2ccc(C)o2)N2CCOCC2)o1,-1,1,0,-11,19,0.9,-7,1,6
COc1ccc(S(=O)(=O)NC(CC(=O)N2CCC3(CC2)OCCO3)c2ccco2)cc1 (stereo unspecified),1,1.1,0,4,1,1.3,-5,9,-7
COc1ccc2c(c1)CC1(CN2C)C(=O)NC(=O)N(CCc2ccccc2)C1=O (stereo unspecified),8,1,-3,9,0,1.5,5,-22,-16
Cc1oc(-c2ccccc2F)nc1CS(=O)CC(=O)N1CCC2(CC1)OCCO2 (stereo unspecified),1,1.2,-2,4,4,1.2,-5,11,-5
CCC(=NCc1ccco1)c1c(O)[nH]c(=O)[nH]c1=O,9,0.9,-1,7,-1,0.9,0,2,-3
Cn1c(O)c(C(=O)c2ccccc2Cl)c(=O)n(C)c1=O,12,0.9,-7,-1,0,1,1,6,-14
CN=C(SCc1cc2c(cc1Cl)OCO2)c1c(O)n(C)c(=O)n(C)c1=O,0,1,-8,8,0,1.1,-8,-10,3

# Screening data (PubChem BioAssay)

# A portion of the library, so the mix of outcomes need not match the whole.
